High-throughput results: PubChem BioAssay, Broad Institute
XiGFP reactiv: reactivates the inactive X chromosome in mouse fibroblasts; XiGFP mouse fibroblasts, % GFP-positive cells imaging, 3 d; cells co-treated with 5-aza-dC sensitizer; scaled so ellipticine positive control = 100%; activation, % at 7.58 µM; actives 0.055% (n = 360,000); AID 743238;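 active = mean normalized replicate activation at least 10% and every replicate at or above 10%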;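 note: 0% = median of on-plate neutral control wells and 100% = ellipticine 6 µM median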
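Schedule: 3 d treatment, 15 min room-temperature fixation; system: 68-5-11 XiGFP fibroblast line; buffer or medium: DMEM plus 5-aza-dC sensitizer; control set: ellipticine 6 µM positive control; compound: one concentration, pinned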
E-sel inducer: induces E-selectin expression in human endothelial cells | actives 0.37% (n = 260,000) | HUVEC E-selectin immunofluorescence imaging; normalized: neutral wells 0, TNF-alpha wells 100 | activation, % at 7.58 µM | AID 686992 | P16581;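 active = mean E-selectin-positive cell signal at least 10% of the positive control, reached in at least 60% of replicates, without over 20% cell loss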;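 note: in these data hits start at about 27%; measured in HUVEC primary endothelial cells; signal is the percent of cells scored E-selectin positive by PE staining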
Target sequence (P16581 whole entry, looked up): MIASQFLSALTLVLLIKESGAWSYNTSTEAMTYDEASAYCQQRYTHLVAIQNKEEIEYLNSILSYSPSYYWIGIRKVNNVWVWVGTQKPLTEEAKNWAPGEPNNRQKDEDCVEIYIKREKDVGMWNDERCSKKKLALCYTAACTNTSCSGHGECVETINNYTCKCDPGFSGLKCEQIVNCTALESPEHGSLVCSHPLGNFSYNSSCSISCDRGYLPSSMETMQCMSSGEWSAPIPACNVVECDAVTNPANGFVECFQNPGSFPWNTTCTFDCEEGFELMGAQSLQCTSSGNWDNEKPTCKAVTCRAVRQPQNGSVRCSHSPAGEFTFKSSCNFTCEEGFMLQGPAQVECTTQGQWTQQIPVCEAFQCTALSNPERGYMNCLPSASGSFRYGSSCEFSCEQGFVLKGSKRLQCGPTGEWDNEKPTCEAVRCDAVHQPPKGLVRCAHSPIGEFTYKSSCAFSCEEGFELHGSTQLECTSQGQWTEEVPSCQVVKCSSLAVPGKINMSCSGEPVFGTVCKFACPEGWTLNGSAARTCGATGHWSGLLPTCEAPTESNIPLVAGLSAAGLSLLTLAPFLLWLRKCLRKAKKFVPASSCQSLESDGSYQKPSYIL
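Test system: HUVEC; input: 3,000 HUVEC/well; measured by: immunofluorescence imaging; read-out: % PE-positive cells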
INS-1E GSIS act: primary screen for activators of insulin secretion dependent on glucose, INS-1E cells, GLuc reporter luminescence | activation, % at 16.6 µM | actives 0.61% (n = 370,000) | INS-1E GLuc reporter insulin secretion, 2-3 h;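 active = lowest replicate activation of at least 40%, so every replicate reaches that level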;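 note: 0% = median of neutral control wells and 100% = median of IBMX positive control wells; some compounds called inactive have numbers as strong as hits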
Numbers without * were called inactive.

SMILES | XiGFP reactiv | E-sel inducer | INS-1E GSIS act
Fc1cccc(/C=N/NC(=S)Nc2ccccc2Cl)c1 | 0.2 | 0.8 | 35.2
CCCN(C)C[C@@H]1OCCCC[C@H](C)Oc2ccc(NC(=O)C3CCCCC3)cc2C(=O)N([C@H](C)CO)C[C@@H]1C | 0.0 | 0.0 | -2.0
Cn1nc(C(C)(C)C)c([N+](=O)[O-])c1C(=O)Nc1ccccc1 | -0.1 | -0.2 | -14.5
Cc1ccc2cc(C3CC(c4ccco4)=NN3C(=O)CCC(=O)O)c(Cl)nc2c1 (configuration not stated) | -0.1 | -0.3 | 7.8
COc1ccc(C(=O)Nc2ccc3c(c2)OC[C@@H](C)N(C)C[C@@H](C)[C@H](OC)CN(C)C3=O)cc1 | 0.0 | 0.1 | -7.2
CC(=O)c1ccc(OCCCC(=O)Nc2cccc(S(=O)(=O)N(C)C)c2)cc1 | 0.0 | -0.3 | 10.1
COc1ccc(C2NC(c3ccc(OC)cc3)C(c3ccccc3)C(=O)C2c2ccccc2)cc1 (configuration not stated) | 2.7 | -0.3 | 5.7
COc1ccc(C/C(C)=N/NC(=O)c2cccnc2)cc1 | 0.1 | 0.0 | 2.5
CN(CC(=O)Nc1ccccc1Cl)C(=O)CSc1ncc(C(F)(F)F)cc1Cl | 0.0 | -0.2 | -14.6
CCOCCn1c(COc2ccc(C)cc2)nc2ccccc21 | 0.4 | 0.0 | -7.7
COC(=O)c1c(NC(=O)CN2CCN(c3ccccc3Cl)CC2)sc(C)c1C | -0.1 | -1.2 | 3.9
S=C(NCCc1ccc(Cl)cc1)Nc1ccc(Cl)cc1Cl | 0.0 | -0.2 | -30.0
Cc1ccc(C)c(NC(=O)COC(=O)CCCN=C2NS(=O)(=O)c3ccccc32)c1 | 0.1 | 0.1 | 16.4
O=S(=O)(Nc1ccc(N=Nc2ccc(O)c3ccccc23)cc1)c1ccccc1 | 0.1 | -0.1 | -41.4
S=C(NCc1ccc(Cl)cc1)Nc1ccccc1Cl | 0.0 | 1.4 | -6.7

Some entries already given, limited to INS-1E GSIS act.
smiles	INS-1E GSIS act
Cn1nc(C(C)(C)C)c([N+](=O)[O-])c1C(=O)Nc1ccccc1	-14.5
Cc1ccc2cc(C3CC(c4ccco4)=NN3C(=O)CCC(=O)O)c(Cl)nc2c1 (configuration not stated)	7.8
COc1ccc(C(=O)Nc2ccc3c(c2)OC[C@@H](C)N(C)C[C@@H](C)[C@H](OC)CN(C)C3=O)cc1	-7.2
CC(=O)c1ccc(OCCCC(=O)Nc2cccc(S(=O)(=O)N(C)C)c2)cc1	10.1

New compounds follow:
SMILES | XiGFP reactiv | E-sel inducer | INS-1E GSIS act
c1ccc(CSc2ccc(-c3ccco3)nn2)cc1 | 0.0 | 0.3 | 9.4
CSCCC(NS(=O)(=O)c1ccc(Cl)cc1)C(=O)OCC(=O)c1ccc(F)cc1 (configuration not stated) | 0.1 | 1.2 | -25.4
CC(=O)Nc1ccc(SCC(=O)c2cc(C)n(-c3ccccc3)c2C)cc1 | 0.0 | 0.4 | 15.2
COc1ccc(C(=O)C[n+]2ccc(-c3nnc4n3CCC4)cc2)cc1 | 0.0 | -1.8 | -7.0
Cc1ccc(-c2csc3nc[nH]c(=S)c23)cc1 | 0.2 | 2.1 | -4.3
C[C@@H]1CN([C@H](C)CO)C(=O)c2cc(NC(=O)CCCCCC(=O)Nc3ccccc3N)ccc2O[C@H]1CN(C)C(=O)Nc1ccccc1 | -0.3 | 0.1 | 0.0
CC(C)CC(=O)Nc1ccc(N2CCN(S(C)(=O)=O)CC2)cc1 | -0.1 | -0.8 | -1.0
Cc1ccc(NC(=O)CCNC(=O)c2ccco2)cc1 | -0.1 | 1.2 | 10.2
O=C(NC1CCC1)[C@@H]1[C@@H](CO)[C@@H]2Cn3c(cccc3=O)[C@H]1N2Cc1cc(F)ccc1F | 0.5 | -0.5 | -3.0
O=C(Nc1ccc(F)cc1)N1CC(=O)N2[C@H](CO)[C@H](c3ccc(C#Cc4ccccc4)cc3)[C@H]2C1 | 0.0 | -0.4 | -21.6
CCOC(=O)NC(NS(=O)(=O)c1ccccc1)(C(=O)OCC)C(F)(F)F (configuration not stated) | 0.1 | -1.5 | 2.5
O=C(c1nn2c(C(F)(F)F)cc(-c3cccs3)nc2c1Cl)N1CCCc2ccccc21 | 0.0 | 0.2 | 13.9
CC(C)C(C)(C#N)NC(=O)CSc1nc2scc(-c3ccc(F)cc3)c2c(=O)n1Cc1ccccc1 (configuration not stated) | 0.1 | 0.2 | -12.4
O=C(O)Cc1ccc(NC(=S)NCc2ccco2)cc1 | 0.2 | 1.1 | 6.0
OCCNC(=S)NCCc1ccccc1 | -0.1 | 1.3 | -3.1
CONC(=O)Nc1ccccc1[N+](=O)[O-] | 0.0 | -0.1 | 4.1
CCn1c(-c2ccccc2Cl)nn(CC(=O)NCCc2ccccc2)c1=S | 0.0 | -0.1 | 5.9
Cc1cccn2c1nc(=S)n2C(=O)c1ccco1 | 0.7 | 1.2 | 16.5
O=C(NNC(=O)C1CC2CCC1C2)c1sc2ccccc2c1Cl (configuration not stated) | 0.2 | -0.1 | -24.9
O=C(CSc1nnc(-c2ccc(O)cc2)n1Cc1ccccc1)NNC(=O)c1ccc(Br)cc1 | 0.0 | 0.8 | -12.9
O=C(c1ccc(Cl)c(S(=O)(=O)N2CCc3ccccc3C2)c1)N1CCN(c2ccccc2)CC1 | 0.2 | 2.2 | -3.0
Cc1cc(-c2csc(NC(=O)c3ccc(S(=O)(=O)N(C)C)cc3)n2)c(C)n1-c1ccccc1 | 0.1 | 0.1 | 4.6
Cc1ccc2c([N+](=O)[O-])cccc2n1 | 0.2 | 0.0 | 3.6
COc1cccc(Nc2nc3ccccc3n2C(C)C)c1 | -0.1 | -0.1 | 14.2
COCCCN(C(=S)Nc1c(C)cc(C)cc1C)C(C)c1ccncc1 (configuration not stated) | -0.1 | 1.3 | 2.5
O=C(COC(=O)/C=C/c1cccs1)Nc1ccc2ccccc2c1 | 0.4 | 0.1 | 20.6
CN(C)S(=O)(=O)c1cc(NC(=O)COC(=O)CCSc2ccc(Cl)cc2)ccc1Cl | 0.0 | -0.1 | 26.8
CCOc1ccccc1NC1=C(Cl)C(=O)N(c2ccccc2)C1=O | 0.0 | -0.8 | 8.3
O=C(COc1cccc(Cl)c1Cl)Nc1ccc2c(c1)CCC2 | 0.0 | -0.3 | 9.1
O=C(NCCCN1CCOCC1)c1ccc(Sc2cccc(Cl)c2)c([N+](=O)[O-])c1 | 0.1 | 4.2 | -26.0
COc1ccc(C2COC(=O)C2=N)c(NC(=O)c2ccccc2)c1 (configuration not stated) | 0.2 | 0.2 | 38.3
CCc1nccn1S(=O)(=O)c1cccc([N+](=O)[O-])c1 | 0.1 | -0.8 | 16.9
O=[N+]([O-])c1ccc(Nc2ccc(F)cc2)nc1 | 0.2 | 1.7 | 20.3
O=C(NN1CCOCC1)C12CC3CC(CC(C3)C1)C2 | 0.3 | -0.3 | 19.2
CCOc1ccc2nc(SCc3ccc(F)cc3)sc2c1 | -0.1 | 0.3 | -25.3
CC(C)c1ccccc1NC(=O)COc1ccc(C(=O)NCCc2ccccc2)cc1 | 0.0 | 0.4 | -6.7
CC(C)NC(=S)N/N=C/c1cc(Br)ccc1O | 0.9 | 0.4 | -41.0
O=C(NC(c1ccccc1)c1cc(Cl)c2cccnc2c1O)c1cccnc1 (configuration not stated) | 1.2 | 18.6 | 1.0
CC#CCCc1nc2ccccc2c(=O)n1N | -0.1 | -0.5 | 7.2
CCOc1ccc(Oc2c(/C=N/NC(=O)COc3ccccc3OC)c(C)nn2-c2ccccc2)cc1 | 0.2 | 0.3 | -33.2
CCc1ccc(NC(=O)CSc2nnc(-c3n[nH]c4ccccc34)n2-c2ccccc2)cc1 | 0.3 | 3.7 | 9.0
O=S(=O)(Nc1ccc(-c2nnc(SCc3ccc(Cl)cc3)o2)cc1)c1ccccc1 | 0.0 | 6.7 | -33.9
CCN(CC)c1ccc(C(=O)N/N=C(\C)c2ccc(OC)c(OC)c2)cc1 | -0.2 | -0.5 | 4.9
CN(C)/C(=N\OC(=O)c1ccccc1)c1nonc1N | 0.0 | 0.1 | 13.3
O=C1Nc2cc(C(=O)N3CCOCC3)ccc2SC1N1CCOCC1 (configuration not stated) | 0.0 | 0.5 | 2.7

Exported with each value named: entries from further up.
O=S(=O)(Nc1ccc(-c2nnc(SCc3ccc(Cl)cc3)o2)cc1)c1ccccc1
  XiGFP reactiv = 0.0	E-sel inducer = 6.7	INS-1E GSIS act = -33.9

CCN(CC)c1ccc(C(=O)N/N=C(\C)c2ccc(OC)c(OC)c2)cc1
  XiGFP reactiv = -0.2	E-sel inducer = -0.5	INS-1E GSIS act = 4.9

CN(C)/C(=N\OC(=O)c1ccccc1)c1nonc1N
  XiGFP reactiv = 0.0	E-sel inducer = 0.1	INS-1E GSIS act = 13.3

O=C1Nc2cc(C(=O)N3CCOCC3)ccc2SC1N1CCOCC1 (configuration not stated)
  XiGFP reactiv = 0.0	E-sel inducer = 0.5	INS-1E GSIS act = 2.7

Other compounds.
SMILES | XiGFP reactiv | E-sel inducer | INS-1E GSIS act
CN1C(=O)c2ccccc2C(C(=O)O)C1c1cccc(Cl)c1 (configuration not stated) | 0.0 | -0.2 | 13.7
Cc1no[n+]([O-])c1COc1cccc(/C=C2\N=C(c3ccccc3)OC2=O)c1 | 0.0 | -0.2 | 16.3
COc1ccccc1NC(=O)c1ccc(NC(=O)COC(=O)C2(C)CC2(Cl)Cl)cc1 (configuration not stated) | 0.0 | 0.5 | -23.4
O=C(NN=C1CCCCCC1)c1cn(-c2ccccc2)nc1-c1ccccc1 | -0.1 | 1.4 | 10.5
O=C(CCCCCn1c(=S)[nH]c2ccc(N3CCOCC3)cc2c1=O)NCCc1ccccc1 | 0.0 | 3.6 | 38.9
Cc1[nH]n(-c2ccccc2)c(=O)c1C(c1ccccc1C(=O)O)c1c(C)[nH]n(-c2ccccc2)c1=O | 0.3 | -0.8 | 3.1
Cc1ccccc1NC(=S)N(CCCN1CCOCC1)Cc1cccs1 | 0.2 | -0.2 | 11.1
O=C1OC(c2ccccc2)c2ccc3ccccc3c21 (configuration not stated) | 0.0 | 21.5 | -9.4
CC(=O)/C(=N\Nc1ccccc1Cl)Sc1nnc(-c2ccccc2)n1-c1ccccc1 | -0.1 | 0.8 | -2.3
Cc1nn(Cc2ccccc2)c(C)c1NC(=O)CSc1n[nH]c(C)c1[N+](=O)[O-] | 0.0 | 3.5 | 18.2
COc1ccc(-c2sc(NC(C)=O)nc2-c2ccccc2)cc1 | 0.1 | -1.3 | -4.2
O=C(O)C(Cc1c[nH]c2ccccc12)NS(=O)(=O)c1ccccc1 (configuration not stated) | 0.0 | 0.0 | 19.6
Cc1ccc(S(=O)(=O)NCCC(=O)Nc2ccc(Cl)c(Cl)c2)cc1 | 0.0 | -0.1 | -35.9
Cn1cnc(S(=O)(=O)NCc2ccccc2)c1 | 0.4 | -0.2 | 2.2
COc1ccc(Cl)cc1C(=O)NNC(=O)c1cccc(S(=O)(=O)N(C)C)c1 | 0.4 | 4.1 | -1.6
Cc1ccc(C(=O)N2CCc3ccccc32)o1 | 0.4 | 2.4 | 18.0
Cc1cc(Sc2nc(NC(C)(C)C)nc(N3CCOCC3)n2)nc(Cl)n1 | 0.7 | -2.4 | 31.5
CN(Cc1ccccc1)C(=O)c1ccccc1Br | -0.1 | 0.2 | 24.9
COc1cc(OC)c(NC(=O)c2cccc(F)c2)cc1Cl | 0.0 | 6.4 | 2.4
O=C(Cn1c(Cc2ccccc2)nc2ccccc21)NCc1ccc2c(c1)OCO2 | 0.9 | 7.2 | 12.9
CCN(CC)S(=O)(=O)c1cccc(N=NC2=C(O)CCCC2=O)c1 | -0.1 | 2.4 | -6.6
CCOc1ccc(-c2nc(N)ncc2-c2ccc(OC)cc2)c(O)c1 | 0.3 | 1.4 | 4.4
Cc1cc(C)cc(NC(=S)N2CCN(CCO)CC2)c1 | -0.1 | 0.1 | 19.9
COc1ccccc1NC(=O)CC(c1ccc(OC(C)C)cc1)c1ccccc1OC (configuration not stated) | 0.0 | -0.1 | -16.1
O=C(COC(=O)C12CC3CC(CC(C3)C1)C2)NCCCc1ccccc1 | 0.0 | 0.2 | -27.0
O=C(CN1CCN(Cc2ccccc2)CC1)N/N=C/C=C/c1ccco1 | 0.0 | 0.8 | 11.9
COc1ccc(S(=O)(=O)N2CCCCC2)cc1NC(=S)Nc1cccc(Cl)c1C | 1.1 | -0.2 | -25.7
COc1ccc(OCC(=O)NNC(=O)C2CCCO2)cc1 (configuration not stated) | 0.8 | -2.3 | 43.8
CCOc1ccc(NC(=S)NC(=O)c2c(Cl)cnn2CC)c([N+](=O)[O-])c1 | 0.3 | -0.1 | -8.8
COc1ccc(C(=O)Nc2ccc(Oc3ncnc4sc(-c5ccccc5)cc34)cc2)cc1OC | -0.1 | 0.1 | 25.9

Only part of the results is shown; the hit share may differ from the screen's.
